From PubChem BioAssay
PL synth Enamine = animal cell phospholipid biosynthesis inhibition, Enamine screen; actives 0.4% (n = 20,000); ZR-82 CHO cells, pyrene fatty acid UV survival, CellTiter Blue; peroxisome-deficient CHO-K1 mutant line; plus DGAT-1, DGAT-2 and ACAT inhibitors; calls only at 10 µM;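 active = cell survival signal 2 SD away from solvent-only control wells, confirmed on one or two retests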;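 also: 3 h compound exposure then viability read about one day after UV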
Calls only; i = inactive. Not all compounds are listed (hit frequency here may not be typical).

SMILES | PL synth Enamine
Cc1ccc(C2c3ccccc3OC3(c4ccccc4)C(Cl)(Cl)C23C)cc1 (stereo not given) | i
Cn1c(C(=O)N2CCN(C(=O)c3ccco3)CC2)cc2c(=O)n3ccccc3nc21 | i
CCOC(=O)C1=C(COC(=O)C2=NNC(=O)CC2)NC(=O)NC1C (stereo not given) | i
Cn1cnnc1SCc1nc(-c2cccs2)no1 | i
NC1=NC(c2cnn(-c3ccccc3)c2)n2c(nc3ccccc32)N1 (stereo not given) | i
S=C(NCC1CCCO1)NNc1ncnc2sc3c(c12)CCCC3 (stereo not given) | i
Nc1ccc(N2CCCC2)cc1 | i
CCCCC(=O)N(CC)c1c(N)n(CCCC)c(=O)[nH]c1=O | i
NC1=NC(=O)/C(=C\c2ccc3ncccc3c2)S1 | i
CN1CCN(C(=O)/C=C/c2cccs2)CC1 | i
COC(=O)Cn1ncc(N2CC(C)OC(C)C2)c(Cl)c1=O (stereo not given) | i
O=C(O)CCNC(=O)C12CC3CC(CC(C3)C1)C2 | i
CN(C)S(=O)(=O)c1ccc(SCC(=O)c2c(N)n(C3CC3)c(=O)[nH]c2=O)nc1 | i
COC(=O)Nc1snc(C)c1C(=O)O | i
c1ccc2c(c1)NC(C1=C(Sc3nc4ccccc4s3)CCCC1)n1c-2nc2ccccc21 (stereo not given) | i
CC(C)(C)P(=NC(=S)N1CCOCC1)(N1CCCCCC1)N1CCCCCC1 | i
O=C1/C(=C\c2c(NCCCn3ccnc3)nc3ccccn3c2=O)SC(=S)N1Cc1ccco1 | i
CC(=O)CSc1nnc(NC2CCCCC2)s1 | i
O=C1OC(c2cccc(OC(F)F)c2)=N/C1=C\c1ccccc1I | i
c1ccc(C2=NNC(=NCc3ccc4c(c3)OCO4)SC2)cc1 | i
Cc1nc(SCCCn2c(=O)c3c(ncn3C)n(C)c2=O)c2c(C)c(C)sc2n1 | i
Brc1ccc(C=NCC23CC4CC(CC(C4)C2)C3)cc1 | i
OC1CCCc2ccccc21 (stereo not given) | i
c1ccc(-c2nc3c(ccc4ccccc43)[nH]2)cc1 | i
O=C(CCS(=O)(=O)CCN1CCCCCC1)NCNC(=O)CCS(=O)(=O)CCN1CCCCCC1 | i
O=C(CNC(=O)c1ccc(Br)o1)NC1CC1 | i
CN1CCN(S(=O)(=O)c2ccc(F)c(F)c2F)CC1 | i
C#CCSc1nc2sc(C)c(C)c2c(=O)[nH]1 | i
O=C(CN1C(=O)C2C3C=CC(C3)C2C1=O)NCC(c1ccco1)N1CCCCC1 (stereo not given) | i
Brc1ccc(-c2cnc(-c3ccccc3)o2)cc1 | i
CSCc1nc2scc(-c3cccs3)c2c(=O)[nH]1 | i
Cc1nc(SCCO)c2c3c(sc2n1)CCC3 | i
Cc1cc(C)nc(Sc2c(C)n[nH]c2C)n1 | i
Fc1ccccc1Sc1cc(-c2ccccc2)c2cc3c(cc2n1)OCCO3 | i
Fc1ccc(-c2csc3ncnc(N4CCCC4)c23)cc1 | i
O=[N+]([O-])c1c(Sc2nnnn2-c2ccccc2)nc2sccn12 | i

A stretch from the list above:
SMILES | PL synth Enamine
OC1CCCc2ccccc21 (stereo not given) | i
c1ccc(-c2nc3c(ccc4ccccc43)[nH]2)cc1 | i
O=C(CCS(=O)(=O)CCN1CCCCCC1)NCNC(=O)CCS(=O)(=O)CCN1CCCCCC1 | i
O=C(CNC(=O)c1ccc(Br)o1)NC1CC1 | i
CN1CCN(S(=O)(=O)c2ccc(F)c(F)c2F)CC1 | i
C#CCSc1nc2sc(C)c(C)c2c(=O)[nH]1 | i
O=C(CN1C(=O)C2C3C=CC(C3)C2C1=O)NCC(c1ccco1)N1CCCCC1 (stereo not given) | i
Brc1ccc(-c2cnc(-c3ccccc3)o2)cc1 | i
CSCc1nc2scc(-c3cccs3)c2c(=O)[nH]1 | i
Cc1nc(SCCO)c2c3c(sc2n1)CCC3 | i
Cc1cc(C)nc(Sc2c(C)n[nH]c2C)n1 | i
Fc1ccccc1Sc1cc(-c2ccccc2)c2cc3c(cc2n1)OCCO3 | i
Fc1ccc(-c2csc3ncnc(N4CCCC4)c23)cc1 | i
O=[N+]([O-])c1c(Sc2nnnn2-c2ccccc2)nc2sccn12 | i

Next part:
SMILES | PL synth Enamine
CC(C)(C)CC(C)(C)NS(=O)(=O)c1ccc([N+](=O)[O-])cc1 | i
O=S(=O)(Nc1cc(F)ccc1F)c1cccc(Br)c1 | i
C=CCn1c(CNC(=O)c2ccco2)n[nH]c1=S | i
O=c1ccnc(SCc2cn3cc(Cl)ccc3n2)[nH]1 | i
CCn1c(O)c(C(C)=NNC(=O)C2CCCCC2)c(=O)n(CC)c1=S | i
Cc1sc2ncnc(Oc3cc(Cl)c(Cl)cc3Cl)c2c1C | i
CN=c1scc(-c2ccccc2F)n1C | i
S=C(Nc1ccccn1)Nc1c(Cl)cccc1Cl | i
c1ccc(-n2c(SCc3cc(-c4ccco4)on3)nnc2C2CC2)cc1 | i
O=c1c2ccccc2ncn1Cc1cc(=O)n2ccsc2n1 | i
COC(=O)c1ccc(N=Cc2cc(C)n(C3CCCC3)c2C)s1 | i
CCOC(=O)c1c(C)[nH]c(C(=O)C(C)N2CCC(C(=O)OCC)CC2)c1C (stereo not given) | i
CCCN(CC1CC1)C(=O)COC(=O)C1=NNC(=O)CC1 | i
COc1cccc(OCCOCC(O)CN2CCN(CCO)CC2)c1 (stereo not given) | i
NC1=NC(c2ccc(Cl)cc2Cl)n2c(nc3ccccc32)N1 (stereo not given) | i
COC(=O)C(C)Sc1ncnc2sc(C)c(C)c12 (stereo not given) | i
Cc1cc(NC(=O)CSc2nnc(NC3CC3)s2)no1 | i
O=C1c2ccccc2C(=O)N1CCCCN1C(=O)c2ccccc2S1(=O)=O | i
Cc1csc2nc(CSc3nnc(Cc4cccs4)n3C3CC3)cc(=O)n12 | i
CCOC(=O)c1c(C)[nH]c(C(=O)COC(=O)c2ccco2)c1C | i
CC(C)=CCC/C(C)=C/C=N/Nc1ccc([N+](=O)[O-])cc1 | i
CSCCCNC(=S)Nc1ccccc1I | i
O=C(COC(=O)c1cc(Br)c(Br)s1)NC(=O)NC12CC3CC(CC(C3)C1)C2 | i
CC(C)c1nnc2n1N=C(c1cc3ccccc3o1)CS2 | i
COc1cc(C2NS(=O)(=O)N=C3CCCCCN32)cc(OC)c1OC (stereo not given) | i
Nc1[nH]n(-c2ccccc2)c(=O)c1N=Nc1cccc2ccccc12 | i
O=[N+]([O-])c1ccccc1N/N=C1/CCCCC1C1CCCCC1 (stereo not given) | i
NS(=O)(=O)c1cc2c(cc1C(F)(F)F)NC(c1ccccc1Br)NS2(=O)=O (stereo not given) | i
O=C(O)CCn1nc(-c2cccs2)oc1=O | i
O=C(COc1ccc2c3c(c(=O)oc2c1)CCC3)OCc1cc(=O)n2c3c(sc2n1)CCCC3 | i
CCC(C)NC(=O)Cn1nc(C)c(S(=O)(=O)N(C)C)c1C (stereo not given) | i
CC(C)=NNC(=O)CCC(=O)NN=C(C)C | i
CN(C)/N=C/C=C1\CCC/C(=C\c2cccs2)C1=O | i
O=[N+]([O-])c1ccc(Cl)c(S(=O)(=O)Nc2ccc3cn[nH]c3c2)c1 | i
CC(C)(C)P(=Nc1ccc(Br)cc1)(N1CCOCC1)N1CCOCC1 | i
COC(=O)c1sc(S(=O)(=O)N2CC(C)OC(C)C2)c(C(=O)OC)c1C (stereo not given) | i
NC(N)=NC(N)=NCc1ccncc1 | i
O=S(=O)(c1ccc(NC(=S)NN=C(C2CC2)C2CC2)cc1)N1CCOCC1 | i
CN(c1ccccc1)P(=O)(c1ccccc1)c1ccccc1 | i
O=C1CCC2(C(=O)OCc3cc(=O)n4cc(Br)ccc4n3)Sc3ccccc3N12 (stereo not given) | i
C(=N\n1cnnc1)/c1c(-c2ccccc2)[nH]c2ccccc12 | i
CC1(C)OC(=O)C2(C(=O)O1)C1C3C4CC5C6C4C1C6C2C53 (stereo not given) | i
O=C(O)/C=C1/C(=O)Nc2ccccc21 | i
COc1ccc(OC)c(S(=O)(=O)N2CCNCC2)c1 | i
Cc1cc2ccccn2c1C(=S)N=P(c1ccccc1)(c1ccccc1)N1CCOCC1 | i
CCOC(=O)c1sc2nc(C(C)Sc3nncs3)[nH]c(=O)c2c1C (stereo not given) | i
CCOCCCNCc1cc(Br)cs1 | i
Clc1ccc(/C=C2\CCc3cnn(-c4ccc(Cl)c(Cl)c4)c32)c(Cl)c1 | i
O=c1cc(CN2CCOCC2)nc2ccc(Br)cn12 | i
O=C(COC(=O)/C=C/c1ccco1)NCCN1C(=O)CSC1=O | i
CC(C)Cn1c(=S)[nH]c2scc(-c3cccs3)c2c1=O | i
Cc1cc(C(=O)CSc2nnc(-c3ccco3)n2C)c(C)n1C1CC1 | i
C1CCN=C(Nc2nnc(C34CC5CC(CC(C5)C3)C4)s2)CC1 | i
c1ccc(-c2ccc(Oc3nc(-c4cccnc4)nc4ccccc34)cc2)cc1 | i
Cc1sc2ncn(CC(=O)c3cc(C)n(C)c3C)c(=O)c2c1C | i
S=c1[nH][nH]c2nc3ccccc3n12 | i
O=C(CSc1nnc(-c2ccc(F)cc2)o1)c1ccc2c(c1)OCO2 | i
CCOC(=O)C1=C(C)NC(C)=C(C(=O)OCC)C1C(=O)OCC(=O)NCCN1C(=O)CSC1=O | i
C/C(=C\c1scc(C)[n+]1-c1ccccc1)Nc1ccccc1 | i
Fc1ccccc1-c1cn2c(n1)sc1ccccc12 | i

An excerpt of these results, as labelled records:
> O=[N+]([O-])c1ccc(Cl)c(S(=O)(=O)Nc2ccc3cn[nH]c3c2)c1
  PL synth Enamine = i
> CC(C)(C)P(=Nc1ccc(Br)cc1)(N1CCOCC1)N1CCOCC1
  PL synth Enamine = i
> COC(=O)c1sc(S(=O)(=O)N2CC(C)OC(C)C2)c(C(=O)OC)c1C (stereo not given)
  PL synth Enamine = i
> NC(N)=NC(N)=NCc1ccncc1
  PL synth Enamine = i

The results go on:
SMILES | PL synth Enamine
Cc1cc(C)c2sc(NCC(C)C)nc2c1 | i
Clc1ccc(-c2csc(=Nc3ccc(Cl)cc3Cl)n2/N=C/c2ccc3ncccc3c2)cc1 | i
Cc1noc(C)c1C(=O)NC1CCCCCC1 | i
O=C(Cn1cc(C(F)(F)F)ccc1=O)N/N=C/c1cccs1 | i
CSc1ccc(/C=N/N=C(c2ccccc2)c2ccccc2)cc1 | i
COc1ccc(Br)c(-c2nc(=S)nc(N)[nH]2)c1 | i
Oc1ccc(C2=NNC(=NCc3ccc4c(c3)OCO4)SC2)cc1 | i
COC(=O)NC(NC(=S)Nc1ccc([N+](=O)[O-])cc1Cl)C(Cl)(Cl)Cl (stereo not given) | i
CCN=c1scc(-c2ccc(F)cc2)n1/N=C/c1ccc(F)cc1F | i
O=C(O)c1cc2c(s1)CCCCCC2 | i
CS(=O)(=O)c1ccc(N2CCN(S(=O)(=O)c3ccc4ccccc4c3)CC2)c([N+](=O)[O-])c1 | i
CC1CCN(Cc2oc(CO)cc(=O)c2O)CC1 | i
COC(=O)c1nc(N)n[nH]1 | i
Cn1cnc2c1c(=O)n(CCCSc1nnnn1Cc1cccs1)c(=O)n2C | i
CCOC(=O)c1cnc(=S)[nH]c1N | i
O=S(=O)(c1ccc(Sc2nnnn2C2CCCC2)nc1)N1CCCCC1 | i
COc1ccc(/C=[N+](\C)[O-])c(OC)c1 | i
O=[N+]([O-])c1cc2c(c(COc3ccc(-n4cnnn4)cc3)c1)OCOC2 | i
CC1CCc2c(sc(NC(=O)C3CCC3)c2C(N)=O)C1 (stereo not given) | i
O=C1NC2(CCCC2)C(=O)N1CCS(=O)(=O)Oc1ccc(Br)cc1 | i
CC(Sc1nnc(-c2ccco2)n1C(C)C1CC2CCC1C2)C(N)=O (stereo not given) | i
COCCNC(=S)NN=C1C2CC3CC(C2)CC1C3 | i
CN(C)c1oc(Sc2ccccc2[N+](=O)[O-])cc1Sc1ccccc1[N+](=O)[O-] | i
NC(=S)N/N=C1\CSC(=O)N1 | i
COC(CNc1ncnc2sc3c(c12)CCC3)OC | i
CC1(NS(=O)(=O)c2ccc3c(c2)OCCCO3)CCS(=O)(=O)C1 (stereo not given) | i
CCCCCCc1nc(SC(C(=O)NC(N)=O)C(C)C)c2c(=O)n(C)c(=O)n(CCC)c2n1 (stereo not given) | i
COc1cc(C2C=C(c3ccccc3)Nc3ncnn32)cc(OC)c1OC (stereo not given) | i
S=c1[nH]nc(Nc2ccccc2)s1 | i
COc1cc(OC)c(OC)cc1/C=C1\NC(=S)NC1=O | i
Fc1ccccc1Nc1nn(CN2CCCC2)c(=S)s1 | i
Clc1cc(CNCc2ccco2)cc2c1OCCO2 | i
CC1(C)CC2=NN(c3ccccc3)P(=O)(Nc3ccccc3)C2=C(N2CCOCC2)C1 (stereo not given) | i
c1ccc2c(c1)CCN(C1=Nc3cccc4cccc1c34)C2 | i
O=C1C(=O)N(C2CCCC2)C(=O)N1CN1CCN(Cc2ccc3c(c2)OCO3)CC1 | i
CC(=O)c1c(C)[nH]c(C(=O)Cn2cc(C(F)(F)F)ccc2=O)c1C | i
OCC(O)C(O)C(O)c1cnc2ccccc2n1 (stereo not given) | i
O=C(/C=C/c1ccc(Br)o1)Nc1nnc(C2CC2)s1 | i
C=CCNC(=S)N/N=C/c1ccc(C(F)(F)F)cc1 | i
COc1ccc(S(=O)(=O)Nc2ccc(-n3cnnn3)cc2)cc1[N+](=O)[O-] | i
FC(F)(F)c1nc(NCCc2c[nH]c3ccccc23)c2ccccc2n1 | i
Clc1ccc(-c2csc3ncnc(Sc4nnnn4C4CC4)c23)cc1 | i
CC(C)C(C)NC(=O)CSc1nnc(NC2CCCCC2)s1 (stereo not given) | i
CN(Cc1cc(=O)n2c3c(sc2n1)CCCC3)C1CCCCC1 | i
O=C(Cc1ccsc1)NCCN1C(=O)S/C(=C\c2cccs2)C1=O | i
O=c1[nH]c2cc3ccccc3cc2o1 | i
O=C(CCC1CCCCC1)NC1CCCCC1 | i
Nc1nc(CN2CCOCC2)cs1 | i
O=C(COc1ncnc2sccc12)c1ccc(Cl)s1 | i
Clc1ccc2c(Sc3ncnc4sc5c(c34)CCCC5)ccnc2c1 | i
COc1cc(C2SCCS2)ccc1O | i
O=S(=O)(c1cccc(F)c1)N1CCc2ccccc2C1 | i
COc1ccc(Br)cc1/C=C1\NC(=S)NC1=O | i
